# RT RNaseH block: blocks HIV-1 RNase H cleavage of RNA/DNA duplex; 65,000 tested, 1.9% active; P04585; inhibition, % at 10 µM; AID 565; RT-RNase H RNA/DNA duplex cleavage, fluorescence; in the data active = inhibition above about 50%
# RmlCD inh mix: inhibitors of RmlC and RmlD coupled enzymes; RmlC/RmlD coupled enzyme inhibition, 384-well mixture HTS; inhibition, % at 5.5 µM; 110,000 tested, 0.39% active; AID 1532; in the data active = inhibition above about 30%, passing the limit was not always enough; note: strong numbers were not always called active
# * marks the source's active call; other numbers are inactive results; · = not tested or not shown. The list is partial; count on the stated rates, not on these rows.
SMILES,RT RNaseH block,RmlCD inh mix
Cc1ccc(-c2csc(N(C)C(=O)c3c(C)nn(-c4ccccc4)c3Cl)n2)cc1,·,7
COc1ccc(C2CC(c3ccccc3)Nc3nc(N)nn32)cc1 (centres undefined),-8,7
CC(C)c1ccc(NC(=O)C2C3C=CC4(CN(CCCN5CCOCC5)C(=O)C24)O3)cc1 (centres undefined),-15,12
COC(=O)Cc1nc2ccccc2[nH]1,-26,7
Cc1ccc(C)c(N2CCN(C(=O)CCCOc3cc(=O)n(C)c4ccccc34)CC2)c1,-30,-14
O=C(O)C1CCCCC1C(=O)NCCc1ccc(Cl)cc1 (centres undefined),-3,-8
CC/C(=N\NC(=O)c1ccncc1)C12CC3CC(CC(C3)C1)C2,·,10
O=C(O)CC1NC(=O)N(c2ccc(Cl)cc2)C1=O (centres undefined),0,-7
Cc1nc2ccccn2c1C(=O)CSc1ccccc1Cl,·,6
O=C(NCc1ccccn1)C1CCCN(Cc2cnn(-c3ccccc3)c2-n2cccc2)C1 (centres undefined),-5,0
CCOC(=O)c1sc(NC(=O)CN(CC(C)C)CC(C)C)c(C(=O)OCC)c1C,·,3
O=c1c2c(nc(NCCO)n1CC1CCCCC1)-c1ccccc1CC21CCCC1,·,-17
NC(=O)C1CCN(c2nc(-c3ccccc3)nc3ccccc23)CC1,-5,-12
Fc1ccc(CSc2nc3ncc(Br)cc3[nH]2)cc1,·,-14
COc1ccc(-c2nc(CSCC(=O)N3CCC4(CC3)OCCO4)c(C)o2)cc1OC,4,22
O=C(Nc1ccncc1)c1cncc(Br)c1,-11,-6
Brc1ccc(Nc2c3c(nc4ncnn24)CCC3)cc1,-1,-9
COC(=O)c1cc(Br)c(=O)n(-c2ccccc2F)c1,·,5
CCCCNc1ncnc2c1cnn2-c1ccc(C)cc1C,-9,6
CC(=O)Nc1ccc(S(=O)(=O)NCc2ccc3[nH]c(C)cc3c2)cc1,·,5

# Three compounds already listed, sorted by count of non-hydrogen atoms, low to high:
SMILES,RT RNaseH block,RmlCD inh mix
COC(=O)c1cc(Br)c(=O)n(-c2ccccc2F)c1,·,5
CCCCNc1ncnc2c1cnn2-c1ccc(C)cc1C,-9,6
CCOC(=O)c1sc(NC(=O)CN(CC(C)C)CC(C)C)c(C(=O)OCC)c1C,·,3

# New compounds follow:
SMILES,RT RNaseH block,RmlCD inh mix
Cc1ccc(-n2ncc3c(NCC4CCCO4)ncnc32)c(C)c1 (centres undefined),-3,3
C[C@@H]1NC(=O)[C@H](CCC(N)=O)NC(=O)c2cc([N+](=O)[O-])cc(I)c2NCC[C@@H](C(N)=O)NC1=O,·,-7
COc1cc2c(cc1NC(=O)CSc1nnc(COc3ccc(Cl)cc3)n1C)oc1ccccc12,·,0
COc1cc(CN/C(C)=C(\C#N)C(N)=O)cc(OC)c1OC,-1,-19
Cc1cccn2c(=O)c3cc(C(=O)N4CCCc5ccccc54)n(C)c3nc12,-5,·
Cc1ccc(Cl)cc1N1CCN(C(=O)Cc2c(C(=O)O)[nH]c3ccccc23)CC1,·,3
COc1ccc(C2/C(=C(/O)c3ccccc3)C(=O)C(=O)N2CC(C)O)c(OC)c1 (centres undefined),-12,-14
CCn1nc(C)cc1Nc1ccccc1,·,20
Cc1ccc(S(=O)(=O)NC(=NCC(=O)O)c2ccc(F)cc2)cc1,·,7
Cc1nnc(Sc2nc3ccccc3o2)c2ccccc12,-61,-2

# Looked up by compound from the entries so far (3):
SMILES,RT RNaseH block,RmlCD inh mix
COc1cc2c(cc1NC(=O)CSc1nnc(COc3ccc(Cl)cc3)n1C)oc1ccccc12,·,0
Cc1nnc(Sc2nc3ccccc3o2)c2ccccc12,-61,-2
Cc1cccn2c(=O)c3cc(C(=O)N4CCCc5ccccc54)n(C)c3nc12,-5,·

# Later entries
SMILES,RT RNaseH block,RmlCD inh mix
CCc1nc(SCC(=O)N2CCCc3ccccc32)c2c(=O)n(C)c(=O)n(C)c2n1,1,·
Cc1[nH]c2ccccc2c(=O)c1CN(C)Cc1ccccc1,-8,-16
CC(=O)SCC[N+](C)(C)C,·,3
CCCCNC(=O)COC(=O)c1cc2c(C)nn(-c3ccccc3)c2s1,37,7
Cc1nc(C)c(C(=O)N/N=C/c2cn(C)c3ccccc23)s1,·,15
O=C(c1cc(-c2cccs2)on1)N1CCN(C(c2ccccc2)c2ccccc2)CC1,·,4
Cc1ccc(OCC2Cn3c(nc4c3c(=O)n(C)c(=O)n4C)O2)cc1 (centres undefined),1,18
Cc1occc1-c1nnc(SCC(=O)c2c(N)n(Cc3ccccc3)c(=O)n(C)c2=O)n1C,11,-9
CCNc1nc2c(c(=O)n(Cc3ccccc3)c(=O)n2C)n1Cc1ccccc1,-2,-15
COc1ccccc1N(CC(=O)Nc1ccc(S(=O)(=O)N2CCCCC2)cc1)S(C)(=O)=O,·,0
CNC(=O)c1snnc1-c1ccccc1,·,-3
O=C(Cn1c(=O)oc2ccccc21)N(Cc1ccccc1)C1CCS(=O)(=O)C1 (centres undefined),2,-9
Cc1ccc(N2C(=O)C(CC(=O)Nc3cccc(F)c3)N(C3CC3)C2=O)cc1 (centres undefined),·,16
Cc1cc2nc(-c3ccc(SCc4ccccc4C#N)nc3)[nH]c2cc1C,·,-9
COc1ccccc1NC(=O)C1=C(C)NC(=O)NC1c1ccc(C)cc1 (centres undefined),-25,-7
O=C(C1CC1)N1CCN=C1SCc1cccc(C(F)(F)F)c1,-20,6
Cc1nc(-c2cn[nH]c2)c2cc(C)oc2n1,-16,-14
CCOC(=O)C(C(=O)OCC)C1CCS(=O)(=O)C1 (centres undefined),·,7
CC1CC(C)(C)CC2(C1)NC(=O)N(CC(=O)NCC(c1ccco1)N1CCCCC1)C2=O (centres undefined),-3,2
Cc1ccc(N=Nc2c(O)[nH]c(=O)[nH]c2=O)c([N+](=O)[O-])c1,·,0
CCCCC(=O)Nc1ccc(C(=O)Nc2ccc3c(c2)OCO3)cc1,0,-2
CCOC(=O)CN(C(=O)CNC(=O)c1ccco1)C(C(=O)NC1CCCCC1)c1cccc(OC)c1 (centres undefined),-1,-7
Cn1cc(C(=O)NC2CCCCC2)c(=O)c2cc(S(=O)(=O)N3CCCC3)ccc21,-5,-7
N#CC1=C(SCC(=O)c2ccc(Cl)cc2)NC2=C(C(=O)CCC2)C1c1ccco1 (centres undefined),-11,9
CCCCN(CCCC)C(=O)CCS(=O)(=O)c1ccc2c(c1)n(C)c(=O)c(=O)n2C,0,12
CCO[C@H]1OC(C(N)=O)=C[C@@H](c2ccccc2)[C@@H]1CCCO,·,-9
O=C(CCS(=O)(=O)c1ccc(Br)s1)NCc1cccs1,-5,-8
O=C(CCn1cccc1)NCc1ccc(Cl)cc1,-16,-14
CN(C)CCCN1C(=O)C(O)=C(C(=O)c2cc3ccccc3o2)C1c1ccccc1 (centres undefined),-3,·
COc1cc2c(OC)cccc2cc1C(=O)O,3,11
COc1ccc(C(C#N)Nc2ccccc2)cc1 (centres undefined),·,-2
CC(=O)Nc1ccc(S(=O)(=O)NNC(=O)COc2cccc(C)c2)cc1,·,0
COc1cc(OC)cc(C(=O)OCC(=O)Nc2ccc(N3CCCCC3)cc2)c1,·,-23
NC(=O)C1CCN(C(=O)CSCc2ccccc2Cl)CC1,2,14
O=c1[nH]ncn2cccc12,-5,1
C=CCSc1cc(C)nc2c(-c3ccc(Cl)cc3)c(C)nn12,·,-6
Fc1ccccc1Cn1nnc2c(NCc3ccccn3)ncnc21,-64,-7
CCN(CC)S(=O)(=O)c1cccc(C(=O)OCC(=O)Nc2ccccc2OC(F)F)c1,·,-11
CCCCCCCCN1[C@@H](CC(=O)OC)c2cc(C(F)(F)F)ccc2S1(=O)=O,·,-11
COc1ccccc1-n1c(SCC(=O)Nc2nnc(C)s2)nc2c(c1=O)SCC2,·,-8
Cc1cc(C)n(-c2nc(C)nc3c2cnn3-c2ccccc2)n1,2,·
CC(CC1CC(C)(C)OC1=O)C(=O)Nc1nncs1 (centres undefined),·,-15
CC(C)(C)C1=NN(C(=O)c2ccccc2)C(O)(C(C)(C)C)C1 (centres undefined),·,-5
Cc1ccc(-c2nnc(SC(C)C#N)n2N)cc1 (centres undefined),0,6
COCCn1c(SCC(=O)N2CCc3ccccc32)nc2c(c1=O)SC(C)C2 (centres undefined),-45,-8
Cc1cc(NC(=O)c2cc(Cl)ccc2Cl)no1,-14,6
Cc1ccc(CC2C(=O)N(c3ncccn3)C(=O)C2C)cc1 (centres undefined),-3,0
O=C(O)c1cnn2c(C(F)F)cc(C3CC3)nc12,·,-10
COc1cc(CNCCN2CCOCC2)ccc1OCc1ccc(Cl)cc1Cl,·,-6
COc1ccc(C(=O)COC(=O)C(CCCCN2C(=O)C3C4C=CC(C4)C3C2=O)N2C(=O)C3C4C=CC(C4)C3C2=O)cc1 (centres undefined),·,6

# Molecules from the list above with bromine:
SMILES,RT RNaseH block,RmlCD inh mix
Fc1ccc(CSc2nc3ncc(Br)cc3[nH]2)cc1,·,-14
O=C(Nc1ccncc1)c1cncc(Br)c1,-11,-6
Brc1ccc(Nc2c3c(nc4ncnn24)CCC3)cc1,-1,-9
COC(=O)c1cc(Br)c(=O)n(-c2ccccc2F)c1,·,5
O=C(CCS(=O)(=O)c1ccc(Br)s1)NCc1cccs1,-5,-8

# Going on with the list.
SMILES,RT RNaseH block,RmlCD inh mix
COC(=O)C1=C(C)NC(C)=C(C(=O)OC)C1c1ccccc1[N+](=O)[O-],12,-35
CC(=O)NCc1c(Cl)cccc1-n1cccc1,·,6
COC(=O)/C=c1/s/c(=C(\C#N)C(=O)NCc2ccco2)n(-c2ccc(C)cc2)c1=O,30,9
O=C(Nc1nccs1)c1cc(S(=O)(=O)N2CCOCC2)c(Cl)cc1Cl,·,-15
CC1(C)CC(=O)C=C(c2cccnc2)C1,·,8
CCCCC(=O)Nc1nc(C)c(-c2csc(Nc3cc(OC)ccc3OC)n2)s1,·,-15
COC(=O)c1c(-c2cccc(OC)c2)csc1N,16,12
OCCCNc1nccc(-c2cc(Nc3cccc(Cl)c3)ncn2)n1,·,1
CC(=O)NCCn1c(SCC#N)nc2ccccc2c1=O,-14,-6
COc1ccccc1CNC(=O)CN1CCN(Cc2ccc(Cl)cc2)C1=O,-34,12

# An excerpt of these results, with each value named.
> O=C(Nc1nccs1)c1cc(S(=O)(=O)N2CCOCC2)c(Cl)cc1Cl
  RT RNaseH block: ·; RmlCD inh mix: -15
> COc1ccccc1CNC(=O)CN1CCN(Cc2ccc(Cl)cc2)C1=O
  RT RNaseH block: -34; RmlCD inh mix: 12
> CC(=O)NCc1c(Cl)cccc1-n1cccc1
  RT RNaseH block: ·; RmlCD inh mix: 6
> CC(=O)NCCn1c(SCC#N)nc2ccccc2c1=O
  RT RNaseH block: -14; RmlCD inh mix: -6

# (continued)
SMILES,RT RNaseH block,RmlCD inh mix
COC(=O)c1ccc(NS(=O)(=O)c2cccc3cccnc23)cc1,·,4
CC1=C(CC(=O)O)c2cc(F)ccc2/C1=C\c1ccc(S(C)=O)cc1 (centres undefined),·,5
CS(=O)(=O)N1CCN(C(=O)c2ccccc2F)CC1,-10,-19
O=C(Cn1nc(-c2ccccc2)c2ccccc2c1=O)Nc1cccnc1,·,4
CCCC[C@@H]1CNC(=O)C(=O)N1CC(C)(C)C,·,2
CCc1ccc(N2CSC3=C(C#N)C(c4cccs4)CC(=O)N3C2)cc1 (centres undefined),54*,9
CC(=O)NC(CCS(C)(=O)=O)C(=O)Nc1ccc(C)c(F)c1 (centres undefined),-1,-18
COC(=O)CSc1nc2ncc(Cl)cc2[nH]1,-6,5
Cc1ccc(NCN2C(=O)C3CC=C(Cl)CC3C2=O)cc1 (centres undefined),·,3

# Compound activity from PubChem.
